# GSTO1 inh – GSTO1 inhibition, counter-screen for RBBP9 inhibitors | P78417 | recombinant GSTO1, activity-based probe fluorescence polarization | inhibition, % at 5.96 µM | hit rate 1.1% among 300,000 | AID 1974;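 active means inhibition above the campaign mean inhibition plus 3 SD, cut at about 35% in these data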;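 further: 0% = GSTO1-1 with DMSO and 100% = wells lacking GSTO1-1 enzyme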
# PAFAH1B3 inh – PAFAH1B3 (human) inhibition. hit rate 0.28% among 340,000. inhibition, % at 3.39 µM. recombinant PAFAH1B3, FP-rhodamine probe, fluorescence polarization. Q15102;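 active means inhibition above the screen-wide average of all tested compounds plus 3 SD, cut at about 25% in these data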;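 further: 0% = enzyme with DMSO only and 100% = wells lacking PAFAH1B3 protein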
# PREPL inh – human PREPL enzyme inhibition. Q4J6C6. recombinant PREPL, fluorescence polarization activity-based probe. inhibition, % at 5.96 µM. hit rate 0.68% among 320,000; in the data active means inhibition above about 43%;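 further: 0% = enzyme with DMSO and 100% = wells lacking enzyme; many of its hits are not listed in these tables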
# Target sequence (Q4J6C6 whole entry, looked up): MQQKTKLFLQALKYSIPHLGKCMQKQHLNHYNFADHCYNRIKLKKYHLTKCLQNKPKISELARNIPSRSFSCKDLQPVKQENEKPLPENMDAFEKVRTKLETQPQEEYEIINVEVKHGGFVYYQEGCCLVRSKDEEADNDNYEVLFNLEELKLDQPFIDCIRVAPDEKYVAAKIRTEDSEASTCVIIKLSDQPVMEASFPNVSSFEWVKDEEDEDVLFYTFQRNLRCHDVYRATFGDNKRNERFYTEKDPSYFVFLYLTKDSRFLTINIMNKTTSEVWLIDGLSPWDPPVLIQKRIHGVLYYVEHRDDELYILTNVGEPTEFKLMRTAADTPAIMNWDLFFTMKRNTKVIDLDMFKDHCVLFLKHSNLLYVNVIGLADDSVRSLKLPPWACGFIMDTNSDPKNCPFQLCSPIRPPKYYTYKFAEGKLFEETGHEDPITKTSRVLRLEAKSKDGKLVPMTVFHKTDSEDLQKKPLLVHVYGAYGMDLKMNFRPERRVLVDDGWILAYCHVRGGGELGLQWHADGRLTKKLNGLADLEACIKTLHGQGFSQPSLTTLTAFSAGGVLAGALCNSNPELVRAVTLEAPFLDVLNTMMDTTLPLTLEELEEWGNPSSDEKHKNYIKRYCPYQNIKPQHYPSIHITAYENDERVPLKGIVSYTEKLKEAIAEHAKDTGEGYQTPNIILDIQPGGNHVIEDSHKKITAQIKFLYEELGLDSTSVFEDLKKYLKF
# LYPLA2 counter – blocks human lysophospholipase 2, a PME1 counter-screen | inhibition, % at 5.9 µM | AID 2177 | hit rate 0.38% among 320,000 | recombinant LYPLA2, FP-Rh probe fluorescence polarization | O95372;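 active means inhibition above the screen-wide mean plus 3 SD, limit set per campaign, cut at about 26% in these data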;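 further: 0% = LYPLA2 with DMSO and 100% = wells lacking LYPLA2 enzyme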
# PAD4 inh – blocks human protein arginine deiminase 4. hit rate 0.41% among 330,000. inhibition, % at 6.36 µM. recombinant PAD4, RCA probe fluorescence polarization. Q9UM07. AID 485272;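 active means percent inhibition above a cutoff equal to the mean of all tested compounds plus 3 SD, cut at about 15% in these data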;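 further: 0% = PAD4 with RCA probe and DMSO and 100% = probe without PAD4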
# LYPLA1 counter – counter-screen for PME1 inhibitors: inhibitors of human LYPLA1; hit rate 0.16% among 320,000; recombinant LYPLA1, FP-Rh probe fluorescence polarization; AID 2174; O75608; inhibition, % at 5.9 µM;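 active means inhibition above the mean of all tested compounds plus 3 SD, set per campaign, cut at about 14% in these data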;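 further: inhibitors block serine hydrolase probe labeling of LYPLA1 so polarization falls; 0% = enzyme with DMSO and 100% = wells lacking LYPLA1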
# ZTA DNA inh – blocks Epstein-Barr virus ZTA, an EBNA-1 counter-screen; hit rate 0.15% among 320,000; P03206; ZTA-DNA binding, fluorescence polarization; AID 2234; inhibition, % at 11 µM; in the data active means inhibition above about 33%
# Target sequence (P03206 whole entry, looked up): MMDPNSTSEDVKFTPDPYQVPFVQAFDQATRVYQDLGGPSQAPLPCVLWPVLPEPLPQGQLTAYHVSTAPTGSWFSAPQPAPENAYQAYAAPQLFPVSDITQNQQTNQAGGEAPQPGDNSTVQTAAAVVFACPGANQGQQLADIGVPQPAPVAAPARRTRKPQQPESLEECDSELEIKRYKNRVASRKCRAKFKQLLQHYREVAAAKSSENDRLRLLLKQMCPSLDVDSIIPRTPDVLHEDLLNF
# EBNA-1 inhibitor – blocks EBNA-1 binding to DNA; hit rate 0.34% among 300,000; inhibition, % at 14.8 µM; EBNA-1 DNA binding, fluorescence polarization; AID 1950; in the data active means inhibition above about 28%
# PAFAH2 inh – PAFAH2 (human) inhibition. Q99487. recombinant PAFAH2, FP-rhodamine activity probe, fluorescence polarization. inhibition, % at 3.39 µM. hit rate 0.99% among 340,000. AID 492956;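 active means inhibition above the mean over all tested compounds plus 3 SD, cut at about 30% in these data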;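 further: inhibitors block probe labeling of enzyme so polarization drops; 0% = enzyme with DMSO and 100% = wells lacking PAFAH2 protein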
# The depositor's hits bear a star; . = not tested or not shown.
# Screens in order: GSTO1 inh	PAFAH1B3 inh	PREPL inh	LYPLA2 counter	PAD4 inh	LYPLA1 counter	ZTA DNA inh	EBNA-1 inhibitor	PAFAH2 inh
[1] CCS(=O)(=O)N1Cc2ccccc2CC1C(=O)Nc1nc2ccc(F)cc2s1 (stereo not drawn)
  -7.0	-0.7	11.5	1.0	-2.2	3.3	-1.3	-1.4	0.8
[2] O=C(COC(=O)/C=C/c1ccc(F)cc1)Nc1ccccc1-c1ccccc1
  -3.0	-4.0	-2.4	-1.9	-3.6	-3.6	-19.3	1.7	27.7
[3] Cc1ccc(NC(=O)Nc2ccc3oc(C)nc3c2)cc1
  9.1	2.7	8.5	10.8	-0.6	1.1	20.1	9.0	3.0
[4] Oc1c(Br)cc(C2N=C(c3ccccc3Cl)NO2)cc1Br (stereo not drawn)
  -2.7	5.0	0.1	1.0	-5.8	-4.3	17.6	-0.6	7.4
[5] COc1ccc([C@@H]2[C@@H]3C(=O)N(C(C)(C)C)C(=O)[C@@H]3[C@]3(Cc4ccc(Cl)cc4)C(=O)N(c4cccc(Br)c4)C(=O)N23)cc1
  -1.4	-11.7	-5.0	0.3	-2.7	1.0	2.0	4.4	-2.1
[6] Cc1ccc(C(=O)c2c(NC(=O)CSc3nnc(N)s3)sc3c2CCCC3)cc1
  -5.5	-1.1	7.4	-9.5	-6.0	-4.7	-2.6	7.0	0.1
[7] COC1=C(Nc2ccc(C)cc2)C(=O)c2ccccc2C1=O
  32.4	6.1	-6.3	6.9	-8.5	2.7	-6.1	-0.3	13.1
[8] O=C1NC(c2ccc(-c3ccccc3[N+](=O)[O-])o2)C(C(=O)c2ccc(F)cc2)C(O)(C(F)(F)F)N1 (stereo not drawn)
  7.2	6.0	7.1	-2.2	-6.3	-5.0	8.0	8.5	-1.1
[9] Cc1ccc(NC(=O)COC(=O)CCNS(=O)(=O)c2ccc(C)c(C)c2)cc1
  4.8	-1.6	-6.7	-2.7	-4.9	-2.5	6.2	-1.4	-4.2
[10] COCCNC(=O)C1CCC(Cn2c(=S)[nH]c3ccccc3c2=O)CC1 (stereo not drawn)
  -1.0	-3.6	9.2	6.2	-1.6	1.1	-0.8	-4.8	11.7
[11] CCCN(CCC(=O)Nc1ccccc1F)CC1CC1
  -1.4	3.4	-6.0	1.9	-2.0	2.2	0.9	-5.3	-0.4
[12] O=C(Nc1ccc(S(=O)(=O)Nc2nccs2)cc1)c1cccc(N2C(=O)c3ccccc3C2=O)c1
  -5.5	8.9	5.2	-3.8	-6.5	-6.4	8.1	-9.4	2.5
[13] COc1ccc(CCNC(=O)C2CCN(S(=O)(=O)N3CCC(C)CC3)CC2)cc1OC
  0.2	4.6	-3.5	3.7	-3.4	0.0	-3.5	12.4	5.8
[14] CSc1ccccc1NC(=O)Cc1ccccc1
  3.9	3.3	4.7	0.4	-0.8	1.3	5.5	-4.3	-1.0
[15] O=C(O)Cc1ccc(NC(=O)COc2ccc3ccccc3c2)cc1
  2.8	5.6	-3.7	-1.8	0.4	-5.2	9.7	12.5	-2.7
[16] COc1ccc(CCNc2nnc(Sc3nnnn3-c3ccccc3)s2)cc1OC
  4.4	4.1	15.6	10.9	6.6	0.7	-8.5	-3.9	4.7
[17] O=C(CSCc1ccccc1Cl)NNC(=O)c1ccccc1
  -0.9	-0.2	10.5	0.8	4.8	-1.0	11.3	3.2	-4.2
[18] CN1CCN(CC(=O)N(Cc2c(C#N)c3ccccc3n2C)c2ccccc2)CC1
  -0.2	7.9	14.8	2.5	1.4	3.0	-4.5	-13.9	-0.7
[19] COc1ccc(Br)cc1/C=N/n1c(COc2ccccc2)n[nH]c1=S
  2.9	1.3	7.5	-2.6	-4.1	-2.7	15.7	-3.7	1.8
[20] Cc1cc(C)c(S(=O)(=O)NCc2ccccn2)cc1C
  4.4	5.5	3.6	3.4	-1.6	-1.5	-21.6	-5.8	0.1
[21] O=C(NCCN1CCNCC1)c1ccccn1
  -2.5	-5.7	-4.8	-5.7	-1.8	-1.8	-5.2	-10.4	0.3
[22] CCOC(=O)C1CCCN(C(=O)c2cccc(S(=O)(=O)N(Cc3ccccc3)c3ccccc3OC)c2)C1 (stereo not drawn)
  4.0	1.1	13.8	5.2	1.5	-1.3	15.6	-1.9	5.1
[23] Cn1c(CN2CCOCC2)nnc1SCC(N)=O
  4.9	-2.4	-3.7	4.5	2.0	-0.1	6.5	-8.9	-3.3
[24] O=C(CCn1cnc2ccccc2c1=O)Nc1ccc(S(=O)(=O)N2CCCCC2)cc1
  1.2	8.3	-4.4	10.6	-2.5	-1.1	0.1	-6.4	1.1
[25] COC(=O)C(c1ccccc1)C(C(=O)OC)c1ccccc1 (stereo not drawn)
  2.4	8.5	-5.4	-2.9	-2.4	-4.8	10.3	4.5	2.8
[26] COc1ccc(CCN(C)C(=O)C2CCN(Cc3ccccc3)CC2)cc1OC
  15.2	5.9	2.2	2.5	1.9	-0.3	2.7	1.2	1.0
[27] O=C(NCCNC(=O)c1cc(F)cc(F)c1)c1cc(F)cc(F)c1
  -1.3	7.2	1.0	-1.5	0.7	4.1	7.5	-2.8	3.4
[28] CC(NC(=O)CNC(=O)c1ccccc1F)c1ccc(-n2ccnc2)cc1 (stereo not drawn)
  .	-4.9	7.1	-1.0	-2.2	0.0	-5.9	.	-3.9
[29] Cc1c(C(=O)N(C)C2CC(C)(C)NC(C)(C)C2)oc2c(F)cccc12
  -0.2	4.4	6.2	2.0	-1.0	-3.1	-1.8	-9.6	0.3
[30] N#C/C(=C\c1cccnc1)c1ccc([N+](=O)[O-])cc1
  0.7	13.3	0.7	6.6	-3.2	0.0	-23.6	-6.4	-1.7
[31] Cn1c(=O)n(C)c2cc([N+](=O)[O-])c(N3CCN(S(=O)(=O)c4ccccc4)CC3)cc21
  -3.1	1.3	9.1	2.1	-2.5	-1.4	6.2	-4.5	11.0
[32] C/C(=N\NC(=O)c1cc2c(s1)CCC(C)C2)c1cccnc1 (stereo not drawn)
  6.1	2.8	1.7	0.5	3.2	-1.5	-21.6	0.2	4.0
[33] O=C(NCCCN1CCN(c2ccccc2F)CC1)C1CCN(S(=O)(=O)N2CCOCC2)CC1
  3.2	2.0	13.6	4.3	5.0	1.4	-6.9	-7.3	-9.0
[34] CC1=C([N+](=O)[O-])C(c2ccccc2Cl)NC(=O)N1 (stereo not drawn)
  7.7	11.1	10.8	0.3	1.7	-0.9	2.5	-10.4	9.3
[35] CC(NC(=O)c1ccccc1F)c1nnc(SCC(=O)N2CCN(c3ccccc3)CC2)n1C (stereo not drawn)
  0.3	2.8	5.0	1.2	1.6	0.9	9.9	7.2	4.2
[36] CN(CC(=O)Nc1ccccc1Cl)C(=O)c1cc(=O)[nH]c2ccccc12
  9.0	5.0	13.9	-5.2	-0.7	-2.0	-9.6	0.3	-6.9
[37] CC1=C(C#N)S(=O)(=O)C(C#N)C(c2ccccc2)C1 (stereo not drawn)
  2.5	.	-2.3	-2.2	-5.5	-3.0	-18.3	-21.2	.
[38] CSc1ccccc1NC(=O)COc1ccc(S(=O)(=O)N2CCCC2)cc1
  2.3	-3.1	3.6	-10.9	5.2	-4.5	3.7	9.2	-5.8
[39] COCCNc1c2c(c(C#N)c3nc4ccccc4n13)CCCC2
  4.8	12.1	6.9	3.6	-2.0	2.9	18.8	6.9	-2.9
[40] Cc1ccc(N2C(=O)c3ccccc3C2=O)cc1Cl
  -0.5	4.3	0.4	3.5	-7.1	-0.2	-1.0	-2.9	-3.2

# Among those listed so far, 3 contain an NH in an aromatic ring:
# Screens in order: GSTO1 inh	PAFAH1B3 inh	PREPL inh	LYPLA2 counter	PAD4 inh	LYPLA1 counter	ZTA DNA inh	EBNA-1 inhibitor	PAFAH2 inh
[10] COCCNC(=O)C1CCC(Cn2c(=S)[nH]c3ccccc3c2=O)CC1 (stereo not drawn)
  -1.0	-3.6	9.2	6.2	-1.6	1.1	-0.8	-4.8	11.7
[19] COc1ccc(Br)cc1/C=N/n1c(COc2ccccc2)n[nH]c1=S
  2.9	1.3	7.5	-2.6	-4.1	-2.7	15.7	-3.7	1.8
[36] CN(CC(=O)Nc1ccccc1Cl)C(=O)c1cc(=O)[nH]c2ccccc12
  9.0	5.0	13.9	-5.2	-0.7	-2.0	-9.6	0.3	-6.9

# Next structures
# Screens in order: GSTO1 inh	PAFAH1B3 inh	PREPL inh	LYPLA2 counter	PAD4 inh	LYPLA1 counter	ZTA DNA inh	EBNA-1 inhibitor	PAFAH2 inh
[41] NC(=O)c1nnn(-c2ccccc2)c1N
  -0.5	8.6	-4.0	0.9	2.6	-2.0	-7.7	-0.3	-1.7
[42] Oc1ccc(N=Cc2cc(Br)c(N3CCOCC3)o2)cc1
  33.5	8.7	12.0	-1.4	3.6	-2.7	7.8	4.7	-9.1
[43] c1ccc(-c2nn3c(C4CCCCC4)nnc3s2)cc1
  -5.3	-6.6	8.1	0.9	4.4	-3.1	1.5	-2.9	-8.0
[44] CCCC(C)NC(=O)c1cccc(Oc2ccccc2)c1 (stereo not drawn)
  6.6	5.2	4.4	10.8	0.0	-0.9	-7.2	-2.8	-5.8
[45] CCC(C)c1ccc(O)c(NC(=S)NC(=O)c2cccnc2)c1 (stereo not drawn)
  5.7	1.6	7.0	2.4	-1.2	1.4	0.7	0.1	7.0
[46] CN(C)CCNC(=O)c1cc(Sc2ccc(F)cc2)nc2ccccc12
  1.9	.	-60.9	0.2	2.9	-2.1	-0.3	-2.0	.
[47] COCc1cc(=O)n2[nH]c(-c3ccco3)cc2n1
  17.3	4.2	-4.3	2.9	-4.9	1.9	-2.1	-9.3	4.6
[48] CN(C)c1ccc(-c2nnn(CC(=O)N3c4ccccc4CCc4ccccc43)n2)cc1
  -2.3	-2.2	10.8	-0.9	0.9	-2.2	-1.8	2.6	7.5
[49] Cc1ccc(-c2nc(CS(=O)(=O)CC(=O)NCCCN3CCOCC3)c(C)o2)cc1
  6.3	7.8	5.9	-2.0	-0.3	-1.1	-1.5	-4.9	8.3
[50] CCN(CC(=O)Nc1ccc2c(c1)OCCO2)C(=O)CCOc1ccccc1
  .	3.3	8.8	2.3	1.1	-0.2	-10.0	.	3.4
[51] Cc1ccc(/C=C2\SC(=S)N(CCCC(=O)Nc3cccnc3)C2=O)cc1
  14.8	9.9	15.0	4.7	-9.1	-4.1	-0.9	-5.3	0.6
[52] Cc1ccccc1COC(=O)CNC(=O)c1sc2ccccc2c1Cl
  1.5	-1.4	-59.3	-18.3	-2.5	-8.7	-1.9	3.4	-4.0
[53] Cc1nnc(NC(=O)CC23CC4CC(CC(C4)C2)C3)s1
  3.6	6.7	6.8	2.1	1.9	-1.0	23.9	7.8	3.2
[54] Cc1ccc(-c2cc(C(F)F)n3ncc(C(=O)Nc4ccc(S(=O)(=O)Nc5ccccc5C)cc4)c3n2)cc1
  1.3	2.8	11.7	-7.0	-1.7	-1.9	-10.1	-5.7	-1.2
[55] CCOC(=O)c1ccc(NC(=O)N2CCN(C3CCCCC3)CC2)cc1
  3.1	1.4	9.0	15.2	3.3	-0.5	-33.2	-5.8	1.3
[56] COCC(=O)N(Cc1ccco1)c1nnc(C2CCOC2)s1 (stereo not drawn)
  -2.0	3.7	16.5	-9.2	4.0	2.0	8.6	-3.1	-8.4
[57] CCN1C(=O)C(=O)N(Cc2ccc(OC)c(F)c2)C1=O
  3.5	1.9	-2.5	2.5	4.1	2.6	-4.5	-7.6	6.7
[58] COc1ccc2cc(-c3cc(C(=O)O)c4ccccc4n3)ccc2c1
  -8.6	8.6	-8.2	5.1	-3.7	5.6	-5.9	3.9	0.0
[59] COc1ccc(N2CCN(C(=S)NCc3ccccc3)CC2)cc1
  10.9	7.1	5.3	0.6	-1.1	2.0	-19.6	-4.4	-0.4
[60] O=C(CN1c2cccc3cccc(c23)S1(=O)=O)N1CCCCC1
  .	8.7	25.6	.	-7.6	.	.	.	5.7
[61] Cc1nn(-c2ccccc2)c2nc(-c3ccco3)cc(C(=O)O)c12
  3.7	3.9	3.4	-6.1	-2.4	-5.2	9.9	16.7	-6.1

# Screening data as filed in PubChem BioAssay.

# A portion of the library; the hit share may differ from the screen's.
